# GALK inh – inhibitors of human galactokinase; AID 1868; Potency, µM (series often up to 57.5 µM), for the others: at the highest dose activity change, negative = inhibition, usual class: inhibitors; P51570; hit rate 0.007% among 270,000; Purified GALK, Kinase-Glo residual ATP luminescence; note: potency is the fitted concentration of half-maximal effect; % is set by controls: 0 for no effect and ±100 for the full control effect
# Target sequence (P51570 whole entry, looked up): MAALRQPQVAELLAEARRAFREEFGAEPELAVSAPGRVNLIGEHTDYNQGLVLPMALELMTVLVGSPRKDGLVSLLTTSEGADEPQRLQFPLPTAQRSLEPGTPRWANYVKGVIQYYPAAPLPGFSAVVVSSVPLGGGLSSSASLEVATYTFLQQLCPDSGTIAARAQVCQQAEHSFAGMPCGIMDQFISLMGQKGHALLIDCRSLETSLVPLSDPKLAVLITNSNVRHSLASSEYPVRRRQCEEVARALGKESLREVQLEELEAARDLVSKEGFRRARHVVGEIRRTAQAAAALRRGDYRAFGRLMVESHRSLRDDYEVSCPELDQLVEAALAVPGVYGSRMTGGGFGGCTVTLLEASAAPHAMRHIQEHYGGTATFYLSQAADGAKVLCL
#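 The enzyme phosphorylates galactose (100 uM) using ATP (35 uM); inhibition is detected as higher residual ATP, quantified by bioluminescence after 1 h reaction at room temperature, pH 8.0.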
# KCNH2 WT inh – inhibitors of human wildtype KCNH2 potassium channel. Q12809. U2OS, BacMam KCNH2, thallium flux FluxOr; stronger effect = lower value. activity change, % at 1.84 µM. hit rate 0.37% among 340,000. AID 720551;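 active = maximum activity change below -70%; inconclusive = maximum activity change between -70% and -50%; inactive = maximum activity change above -50%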; note: % is set by controls: 0 for no effect and ±100 for the full control effect
#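 U2OS cells were transduced with wild-type KCNH2 virus (2.03 x 10^8 / mL) for 4 h at room temperature, then cultured overnight at 37 C. Thallium flux was read with FluxOr dye. Rate constants were normalized to DMSO controls.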
# USP2a block – inhibitors of human ubiquitin-specific protease USP2a; O75604; USP2 core, Ub-CHOP2 coupled fluorogenic reporter, 485/531; Potency, µM (titrated, usually from 38.3 µM), for the others: top-dose activity change, negative = inhibition, most hits filed as inhibitors; hit rate 0.01% among 330,000; AID 463254;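 note: potency is the fitted concentration of half-maximal effect; plate controls were DMSO wells for no effect and full inhibition by NEM control for full effect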
# Target sequence (O75604 whole entry, looked up): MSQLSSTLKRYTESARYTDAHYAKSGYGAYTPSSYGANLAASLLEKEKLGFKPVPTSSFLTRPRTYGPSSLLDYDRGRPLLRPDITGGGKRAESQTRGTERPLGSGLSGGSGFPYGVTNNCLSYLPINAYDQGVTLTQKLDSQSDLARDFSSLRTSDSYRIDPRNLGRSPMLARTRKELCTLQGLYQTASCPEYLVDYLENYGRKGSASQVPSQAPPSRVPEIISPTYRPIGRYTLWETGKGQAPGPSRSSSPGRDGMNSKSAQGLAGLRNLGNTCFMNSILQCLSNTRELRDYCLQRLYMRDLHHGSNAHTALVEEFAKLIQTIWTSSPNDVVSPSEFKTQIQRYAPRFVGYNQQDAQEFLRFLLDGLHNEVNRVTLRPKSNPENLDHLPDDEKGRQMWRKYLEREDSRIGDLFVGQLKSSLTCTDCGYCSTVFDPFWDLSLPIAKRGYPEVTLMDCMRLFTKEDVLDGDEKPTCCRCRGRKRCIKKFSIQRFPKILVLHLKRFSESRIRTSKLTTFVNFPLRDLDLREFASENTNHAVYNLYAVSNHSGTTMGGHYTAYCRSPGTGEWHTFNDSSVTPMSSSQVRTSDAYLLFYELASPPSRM
#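 Cell-free coupled assay: 10nM USP2 core preincubated 30min RT with compound in Tris-HCl pH 8.0/CaCl2/CHAPS buffer, then 25nM Ub-CHOP2 and 25nM reporter substrate; fluorescence (Ex 485/Em 531) read after 60min RT, normalized to NEM inhibition, concentration-response curves fitted.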
# TRPV1 ag – human TRPV1 agonism | Q8NER1 | hit rate 0.19% among 320,000 | activation, % at 8.33 µM | TRPV1-expressing cells, Fluo-8 calcium influx, agonist mode; in the data active = activation above about 80%; inconclusive = between about 30% and that limit; note: 0% is about no effect
#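 Cells expressing TRPV1 were dye-loaded with Fluo-8 and read kinetically: 10 s baseline, 3 min after compound (agonist portion), then 2 min after EC20 capsaicin (allosteric enhancer portion). Calcium-bound dye fluorescence at 480/520 nm.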
# Menin-MLL TR inh – displaces Texas Red mutant MLL peptide from human menin; Menin + Texas Red MLL mutant peptide, fluorescence polarization; AID 1768; O00255; Potency, µM (series often up to 61.6 µM), for inactives: at the highest dose FP activity change, negative = inhibition, usual class: inhibitors; hit rate 0.23% among 270,000; active = well fitted inhibition curve with a large enough effect in the polarisation, with a control signal flat, not every such curve was filed as active; inconclusive = small, poorly fitted or top-dose-only effect, or effect the other way, or a change in a side signal; inactive = no such curve, though single readings can be large or run the other way; the % refers to the polarisation; note: potency is the fitted concentration of half-maximal effect; % of control where 0% means no effect; many of its hits are not listed in these tables
# KCNH2 3.1 block – KCNH2 3.1 (human) potassium channel inhibition; U2OS KCNH2 3.1, thallium flux FluxOr; stronger effect = lower value; activity change, % (tested at about 1.8 µM); hit rate 0.95% among 340,000; AID 720553;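 active = maximum activity change below -70%; inconclusive = maximum activity change from -70% to -50%; inactive = maximum activity change above -50%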;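 note: thallium influx rate constant from kinetic fluorescence after stimulation buffer; % is set by controls: 0 for no effect and ±100 for the full control effect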
#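 Kinetic fluorescence (2 min after stimulation buffer) measures Tl+ influx through KCNH2 3.1 expressed by viral transduction in U2OS cells; the rate constant is normalized against DMSO controls serving as positive and negative references.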
# FBPA coupling cs – coupling enzyme interference in Giardia aldolase counter-screen; coupling enzyme system counterscreen, AmpLite Red fluorescence; activity change, negative = inhibition, % at 58.2 µM, hits read low; hit rate 0.67% among 290,000; AID 2472; in the data active = activity change below about -30%; note: % is set by controls: 0 for no effect and ±100 for the full control effect
#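 Coupling enzymes only (glyceraldehyde-3-phosphate) + compound, at 57.5 uM final, 10 min RT; add substrate/coupling/AmpLite Red mix, 20 min RT; fluorescence ex 525/em 598 nm. Actives flag coupling-system interference.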
# B2AR arrestin – beta2AR (human) beta-arrestin recruitment activity; P07550; Potency, µM (top dose mostly 46.1 µM), for the others: at the highest dose activation, most hits filed as activators; beta-arrestin recruitment to beta2AR, cell-based reporter; hit rate 0.02% among 330,000;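 note: potency is the fitted concentration of half-maximal effect; 0% = DMSO controls and full agonism = EC100 isoproterenol or metaproterenol; nearly all actives have a fitted effect of over 65% in size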
# PKM2 activator – increases activity of human pyruvate kinase M2 | P14618 | purified PKM2, Kinase-Glo ATP luminescence, activation; response scale: 0% is enzyme alone, no compound | Potency, µM (top dose mostly 57.5 µM), for inactives: at the highest dose activation, actives largely listed as activators | hit rate 0.34% among 260,000; note: potency is the fitted concentration of half-maximal effect; % is set by controls: 0 for no effect and ±100 for the full control effect; nearly all actives have a fitted effect of over 55% in size
#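 Kinase-Glo luminescence reports ATP generated from ADP (0.1 mM) and PEP (0.5 mM) by purified hPK-M2 after 1 h at room temperature, pH 7.2 imidazole buffer; intermediate enzyme activity allows detecting inhibitors and activators.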
# MLL CXXC-DNA inh – inhibitors of human MLL CXXC domain-DNA interaction; AID 2662; MLL-CXXC / FITC-HOXA9 DNA fluorescence polarization; hit rate 0.037% among 290,000; Potency, µM (top dose mostly 115 µM), without a hit: at the highest dose activity change, negative = inhibition, actives largely listed as inhibitors; active = well fitted inhibition curve with a large enough effect in the polarisation, with a control signal flat, not every such curve was filed as active; inconclusive = small, poorly fitted or top-dose-only effect, or effect the other way, or a change in a side signal; inactive = no such curve, though single readings can be large or run the other way; the % refers to the polarisation; note: potency is the fitted concentration of half-maximal effect
#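 Purified MLL-CXXC (added from a 7 uM solution) was preincubated 5 min at ambient with pinned compounds in 50 mM Tris-HCl pH 7.5, 50 mM NaCl, 1 mM DTT, 0.05% BSA. Fluorescein-labeled HOX-A9 DNA (50 nM solution) followed, 30 min, then polarization read.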
# Giardia killer – kills Giardia lamblia; activity change, % at 7.66 µM, hits read low; hit rate 0.15% among 340,000; Giardia lamblia trophozoite viability; in the data active = activity change below about -80%; inconclusive = between about -30% and that limit;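 note: parasites exposed to compound for two days anaerobically before the ATP read; % is set by controls: 0 for no effect and ±100 for the full control effect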
#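 Luminescence from cellular ATP indicates surviving trophozoites (100 cells/well) following 48 hrs anaerobic compound treatment at 37 deg C; signal develops 15-30 min at room temperature.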
# Starred values were filed as active, the others as inactive; ? = inconclusive; . = no result given. Unless noted, calls come from the whole dose curve; as a rule, active = well fitted curve in the direction sought with a large enough effect; inconclusive = small, poorly fitted or top-dose-only effect, or another doubt; inactive = no such curve, though single readings can be large; an effect the other way counts as inactive or inconclusive. Some of the compounds tested, so the mix of outcomes need not match the whole.
SMILES,GALK inh,KCNH2 WT inh,USP2a block,TRPV1 ag,Menin-MLL TR inh,KCNH2 3.1 block,FBPA coupling cs,B2AR arrestin,PKM2 activator,MLL CXXC-DNA inh,Giardia killer
COc1ccc(CC(=O)NNC(=S)Nc2ccccc2)cc1Cl,-2%,-14,-13%,-7,-10%,1,2,-0.3%,4%,-11%,-10
Cc1ccc(NC(=O)c2c(O)c3ccccc3n(C)c2=O)nc1,0%,-8,-4%,1,-9%,-6,2,-0.3%,-15%,-1%,-11
Cc1cc(C)c2sc(N(CCCN(C)C)C(=O)c3ccc(S(=O)(=O)N(C)Cc4ccccc4)cc3)nc2c1,.,-1,-15%,29,.,-2,.,-0.4%,.,.,-28
O=C(CN(C(=O)c1cc2c(s1)CCC2)C1CCCC1)NCc1cccs1,7%,19,-2%,28,-13%,0,2,0.4%,1%,-15%,-19
C#CCOCCOCCOCCNc1nc(N2CCN(C(=O)[C@H](CCC(=O)O)n3cc(C(N)CO)nn3)CC2)nc(N2CCN(C(=O)[C@H](CCC(=O)O)n3cc(C(N)[C@H](C)CC)nn3)CC2)n1 (stereo partly specified),2%,-7,0%,-1,?,-14,0,0.3%,-2%,-14%,-6
COc1ccc(CNCc2ccccc2C(F)(F)F)cc1,-5%,11,-2%,4,4%,-19,0,0.2%,3%,-5%,17
C/C(=N\NC(=O)c1cc(-c2cccnc2)nc2ccccc12)c1ccccc1O,-2%,-5,-2%,-2,?,-110*,-25,-0.3%,-14%,-6%,-7
CC1CCCCN1C(=O)C1CCN(S(=O)(=O)c2ccc(-n3cnnn3)cc2)CC1 (stereo unspecified),5%,1,3%,-1,-8%,11,2,-1.2%,.,-9%,-1
COc1ccc2c(c1)[C@H]1[C@H](CO2)[C@H](c2ccccc2)[C@]2(C)C(=O)N(CC3CCCO3)CC(=O)N12 (stereo partly specified),.,-3,3%,7,.,7,.,0.1%,.,.,-7
O=C(NCc1ccco1)c1ccc(N2CCOCC2)c([N+](=O)[O-])c1,1%,5,0%,1,1%,9,-1,0.4%,1%,-11%,2
Cc1ccc2c(NC(=O)C3CC3)c(C)ccc2n1,4%,.,1%,-1,-1%,.,-1,0.0%,-2%,-1%,.
CCOCN(C(=O)Cn1c(COC)nc2ccccc21)c1c(C)cccc1CC,-2%,-9,3%,28,.,-6,3,0.5%,-3%,-6%,-9
CCCC(=O)NCCc1ccc(S(N)(=O)=O)cc1,-1%,15,-1%,-3,4%,1,11,-0.3%,-15%,-3%,-5
CC(C)Oc1ccc(S(=O)(=O)N2CCOCC2)cc1NC(=O)CCCSc1ccccc1,.,-1,1%,26,.,-72*,.,4.1%,.,.,6
CCOC(=O)N1CCC(NC(=O)C2CCCN(S(=O)(=O)c3ccc4c(c3)oc(=O)n4C)C2)CC1 (stereo unspecified),-2%,5,1%,3,.,?,-1,0.2%,3%,2%,2
COc1ccc(C2c3c4c(n(C)c3CCN2C)CCN(C)C4c2ccc(OC)cc2)cc1 (stereo unspecified),1%,39,0%,5,3%,12,2,-0.1%,-2%,0%,10
CC1=NN(C(=O)c2ccccc2-n2cccc2)C(O)(C(F)(F)F)C1 (stereo unspecified),4%,-1,0%,-1,-3%,7,3,-0.2%,-6%,5%,-10
CC(C)(C)OC(=O)N1CCC(Cc2cc(-c3ccc(Cl)cc3)no2)(C(=O)O)CC1,.,-6,-1%,-4,11%,13,3,0.5%,2%,-22%,-5
Cc1ccc(NC(=O)CCC(=O)NNS(=O)(=O)c2ccccc2)c(C)c1,.,-3,3%,-1,-1%,-5,-1,0.3%,-1%,-1%,-7
Nc1ccc2c(c1)nc(Cc1ccccc1)n2CCO,8%,.,1%,-1,-1%,16,-1,0.2%,-1%,-1%,0
CC(C)(C)c1cc(NC(=O)COC(=O)c2ccc3c(=O)n4c(nc3c2)CCC4)n(-c2ccccc2)n1,1%,3,-7%,7,28%,7,5,0.3%,1%,0%,16
CC(=O)N1CCN(C(=S)Nc2ccc(Oc3ccccc3)cc2)CC1,8%,-4,2%,17,1%,-1,6,0.2%,.,-2%,4
Cc1nn(CCOc2ccccc2)c(=O)n1-c1ccccc1,-4%,7,1%,-2,6%,-7,0,0.4%,-1%,-4%,-6
O=C(NC1CCCCCC1)c1cc(S(=O)(=O)N2CCOCC2)ccc1N1CCCCC1,-2%,112,1%,?,1%,-18,-1,0.3%,-4%,-11%,10
O=C(CN(c1ccc(F)cc1)S(=O)(=O)c1ccccc1)NCCSC1CCCCC1,0%,1,-1%,?,3%,2,-1,-0.3%,-6%,-2%,9
CCCN(CC(=O)Nc1ccccc1OC)C(=O)c1cccc(S(=O)(=O)NCc2ccccc2)c1,.,-1,0%,-1,.,5,.,-0.1%,.,.,-15
N#CC1(C#N)C(c2ccccc2)OC23CCCCCC2C1(C#N)C(=N)O3 (stereo unspecified),-1%,42,8%,-2,0%,-6,-9,-0.7%,2%,50µM*,5
CC(=O)Nc1cccc(Oc2ccc3c(c2)C(=O)NC3=O)c1,2%,-3,0%,-3,-20%,12,0,-0.9%,-3%,-2%,-14
O=C(COC(=O)c1cc(S(=O)(=O)N2CCOCC2)ccc1Cl)Nc1ccccc1Cl,.,-2,2%,11,.,3,.,-0.8%,.,.,0
CC1=C(C(=O)N2CCCC(N3CCN(c4cccc(C(F)(F)F)c4)CC3)C2)OCCO1 (stereo unspecified),0%,-5,0%,2,.,10,.,-0.3%,-4%,3%,-19
CN(C)N=Nc1ccc2nc[nH]c2c1,-1%,2,1%,2,.,16,-29,0.1%,10µM*,14%,10
CC1=C/C(=N\OC(=O)/C=C/c2ccccc2)C(C)=CC1=O,-2%,0,9%,2,-15%,13,-5,-0.2%,9%,19%,14
Cc1cc(NS(=O)(=O)c2ccc(OCCNS(C)(=O)=O)cc2)no1,0%,-8,1%,1,-3%,3,2,-0.5%,-5%,-2%,24
CCOC(=O)N1CCN(Cc2cn[nH]c2-c2cccc3ccccc23)CC1,7%,-12,2%,1,-7%,6,4,0.0%,-7%,-24%,-4
CC(C)Cn1c(N)c(C(=O)NCc2cccs2)c2nc3ccccc3nc21,-3%,-5,-14%,4,?,-13,-45*,-0.4%,3%,2%,25
COC(=O)c1ccc(COc2cccc3c2CCN(Cc2ccccc2)C3=O)o1,-2%,-2,-4%,?,0%,-46,2,0.3%,?,2%,6
CN(C)CCCNc1c(C(=O)O)cnc2c1cnn2C,1%,.,1%,-1,1%,.,1,-0.2%,-3%,5%,.
CC1CCC(C(C)C)C(OP(=O)(c2ccc(N(C)C)cc2)C(O)c2cccnc2)C1 (stereo unspecified),.,.,-1%,14,-18%,.,1,6.8%,0%,1%,.
Cn1cc(CCC(=O)N2CCCC(C(=O)c3ccc(C(C)(C)C)cc3)C2)cn1 (stereo unspecified),0%,2,1%,?,0%,-5,-1,-0.4%,0%,6%,-7
CC(=O)c1c(C)[nH]c(C(=O)Nc2cccc(S(=O)(=O)N(C)C)c2)c1C,-1%,11,1%,2,1%,-12,-1,-0.1%,?,7%,15
Cc1ccc(S(=O)(=O)Nc2ccc(-c3nnc(SCc4ccccc4Cl)o3)cc2)cc1,.,-12,-10%,-1,?,-27,2,0.2%,28%,26%,-3
COc1ccc(S(=O)(=O)N(CCc2ccccc2)CC(=O)O)cc1C,2%,2,-3%,-2,10%,-32,4,-0.2%,-17%,-7%,-4
O=C(O)CCC(=O)CCC(=O)c1ccc(Cl)cc1,4%,-5,1%,3,12%,1,3,0.0%,7%,6%,-5
O=C(Nc1ccccc1-c1nnn(CC(=O)N2CCOCC2)n1)c1ccccc1F,-1%,2,2%,7,16%,-20,5,-0.6%,6%,7%,5
COc1ccccc1CNC(=O)CS(=O)(=O)Cc1ccccc1,1%,-2,0%,4,.,15,.,-0.1%,-8%,4%,-11
O=C(NNC(=O)C1CC1)c1cc(=O)[nH]c2ccccc12,.,-6,-3%,.,.,-7,.,-0.4%,.,.,-4
CC(C)Cn1c(SCC(=O)N2CC(=O)Nc3ccccc32)nc2ccccc21,1%,-7,2%,4,-1%,6,1,-0.6%,0%,3%,-9
Cc1ccc(NC(=O)NCCc2ccc(S(N)(=O)=O)cc2)cc1,1%,9,6%,2,1%,-4,1,0.2%,12%,6%,6

# Bioassay records: PubChem BioAssay, National Center for Advancing Translational Sciences (NCATS)
